From PubChem BioAssay
BLM helicase inh – qHTS Assay for Inhibitors of Bloom's syndrome helicase (BLM); recombinant BLM DNA unwinding, fluorescence dequenching; 350,000 tested, 0.2% active; RecQ-like DNA helicase BLM (Homo sapiens), P54132; AID 2528, 2010; Potency, µM (titrated, usually from 56.1 µM), without a hit: top-dose activity change, negative = inhibition, most hits filed as inhibitors;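 note: potency is the fitted concentration of half-maximal effect; plate controls were vehicle for no effect and no enzyme for full effect; nearly all actives have a fitted effect of over 35% in size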
Target sequence (P54132 whole entry, looked up): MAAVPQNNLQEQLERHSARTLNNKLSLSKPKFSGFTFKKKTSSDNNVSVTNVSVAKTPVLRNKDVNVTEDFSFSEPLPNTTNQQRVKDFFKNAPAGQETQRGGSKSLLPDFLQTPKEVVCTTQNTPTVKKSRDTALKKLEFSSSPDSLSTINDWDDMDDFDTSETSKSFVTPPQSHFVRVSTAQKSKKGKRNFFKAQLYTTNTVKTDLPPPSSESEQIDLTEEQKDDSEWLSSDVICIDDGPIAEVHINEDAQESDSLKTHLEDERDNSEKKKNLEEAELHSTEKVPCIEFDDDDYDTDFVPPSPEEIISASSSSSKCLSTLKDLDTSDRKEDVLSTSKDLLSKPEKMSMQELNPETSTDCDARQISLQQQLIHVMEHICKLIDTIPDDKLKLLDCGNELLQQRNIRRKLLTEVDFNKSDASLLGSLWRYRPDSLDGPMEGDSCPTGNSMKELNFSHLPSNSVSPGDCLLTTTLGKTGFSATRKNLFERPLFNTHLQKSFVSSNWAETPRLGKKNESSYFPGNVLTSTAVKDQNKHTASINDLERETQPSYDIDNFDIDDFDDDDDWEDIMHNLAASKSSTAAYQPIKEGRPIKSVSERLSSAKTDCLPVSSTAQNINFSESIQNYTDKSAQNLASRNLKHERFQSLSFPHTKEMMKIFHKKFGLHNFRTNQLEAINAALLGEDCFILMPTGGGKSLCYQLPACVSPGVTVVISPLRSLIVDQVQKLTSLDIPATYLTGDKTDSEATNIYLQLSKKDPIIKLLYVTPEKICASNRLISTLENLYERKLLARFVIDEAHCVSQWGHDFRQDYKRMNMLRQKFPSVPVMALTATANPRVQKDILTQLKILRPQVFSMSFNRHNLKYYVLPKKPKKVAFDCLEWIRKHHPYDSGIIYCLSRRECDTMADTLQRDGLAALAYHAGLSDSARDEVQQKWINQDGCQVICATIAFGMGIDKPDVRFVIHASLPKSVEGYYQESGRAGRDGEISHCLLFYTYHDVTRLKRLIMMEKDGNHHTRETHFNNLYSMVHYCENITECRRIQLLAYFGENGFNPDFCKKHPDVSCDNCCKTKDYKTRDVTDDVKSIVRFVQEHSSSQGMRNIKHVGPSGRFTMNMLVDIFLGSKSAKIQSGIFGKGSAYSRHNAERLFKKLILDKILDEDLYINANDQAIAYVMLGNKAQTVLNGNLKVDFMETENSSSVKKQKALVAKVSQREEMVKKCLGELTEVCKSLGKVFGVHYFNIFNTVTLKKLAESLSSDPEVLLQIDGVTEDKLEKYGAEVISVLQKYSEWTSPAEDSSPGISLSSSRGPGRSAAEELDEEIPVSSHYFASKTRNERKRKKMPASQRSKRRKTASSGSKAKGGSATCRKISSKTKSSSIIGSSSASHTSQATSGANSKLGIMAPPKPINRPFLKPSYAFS
RXFP1 antag – qHTS Assay for Antagonists of the Relaxin Receptor RXFP1; Relaxin receptor 1 (Homo sapiens), Q9HBX9; HEK293-RXFP1, relaxin-stimulated cAMP HTRF, 30 min; hits give low values; activity change, negative = inhibition, % at 57.5 µM; 350,000 tested, 0.59% active; AID 1259400, 2018;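 active = activity change of -60% or lower, but not beyond a set lower limit; inconclusive = change between -60% and -40%, or beyond the set limit; inactive = change above -40%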; note: % is set by controls: 0 for no effect and ±100 for the full control effect
Pol beta inh – qHTS Assay for Inhibitors of DNA Polymerase Beta. P06746. Pol beta primer extension/strand displacement, fluorescence kinetic. Potency, µM (series often up to 114 µM), for inactives: at the highest dose activity change, negative = inhibition, most hits filed as inhibitors. 340,000 tested, 1.3% active; note: potency is the fitted concentration of half-maximal effect; % is set by controls: 0 for no effect and ±100 for the full control effect
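Values derive from four-parameter Hill fits of normalized kinetic data: reads at 0 and 10 min following addition of 50 nM substrate to 10 nM Pol beta preincubated 15 min with compound.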
APE1 inh – qHTS Assay for Inhibitors of the Human Apurinic/apyrimidinic Endonuclease 1 (APE1); DNA repair nuclease/redox regulator APEX1 (Homo sapiens), P27695; Potency, µM (highest dose often 65.8 µM), for the others: top-dose activity change, negative = inhibition, most hits filed as inhibitors; recombinant APE1, TAMRA/BHQ-2 abasic DNA cleavage fluorescence; 350,000 tested, 0.35% active;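 note: potency is the fitted concentration of half-maximal effect; plate controls were vehicle for no effect and reference inhibitor for full effect; nearly all actives have a fitted effect of over 55% in size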
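Enzyme (0.75 nM final) and test compound are incubated 15 min at room temperature before adding 50 nM quenched THF abasic-site duplex. Cleavage dequenches TAMRA, followed at 525/598 nm over three reads one minute apart.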
POLI inh – qHTS for Inhibitors of Polymerase Iota. DNA polymerase iota (Homo sapiens), Q9UNA4. Pol iota fluorescent replication assay, 10 min. Potency, µM (titrated, usually from 115 µM), inactives show top-dose activity, negative = inhibition, most hits filed as inhibitors. 390,000 tested, 1% active. AID 588590, 2011; note: potency is the fitted concentration of half-maximal effect
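Fluorescent replication assay read twice, at 0 min and 10 min after adding 50 nM (final) substrate. Enzyme (10 nM) and compounds were first incubated 15 min at room temperature; enzyme-free buffer wells were negative controls.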
Tb PGK inh – qHTS Assay to Find Inhibitors of Phosphoglycerate Kinase; 380,000 tested, 0.043% active; Phosphoglycerate kinase, glycosomal (Trypanosoma brucei brucei), P07378; AID 602233, 2012; Potency, µM (series often up to 57.5 µM), for inactives: at the highest dose activity change, negative = inhibition, hits mostly inhibitors; PGK/GAPDH coupled, Kinase-Glo luminescence, 60 min; note: potency is the fitted concentration of half-maximal effect; % is set by controls: 0 for no effect and ±100 for the full control effect; nearly all actives have a fitted effect of over 60% in size
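Recombinant glycosomal PGK reaction used 1,3-bisphosphoglycerate generated in-well by GAPDH (100nM final) in 100mM TEA pH 7.6, 5mM MgCl2, 0.01% Tween-20. After 60 minutes at room temperature, ATP was read by Kinase-Glo Plus luminescence end-point.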
Pol eta inh – qHTS for Inhibitors of Polymerase Eta. DNA polymerase eta (Homo sapiens), Q9Y253. 390,000 tested, 1.2% active. AID 588591, 2011. Potency, µM (top dose mostly 114 µM), inactives show at the highest dose activity change, negative = inhibition, actives largely listed as inhibitors. recombinant Pol eta, fluorescent DNA replication assay; note: potency is the fitted concentration of half-maximal effect; % is set by controls: 0 for no effect and ±100 for the full control effect
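Pol eta (10 nM) was preincubated with compounds for 15 min at room temperature, after which fluorescent replication substrate (50 nM final) was added to start the reaction. Fluorescence was read kinetically at 0 and 10 min.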
POLK inh – qHTS for Inhibitors of Polymerase Kappa; purified Pol kappa, fluorescent DNA synthesis assay, 10 min; Potency, µM (highest dose often 107 µM), inactives show at the highest dose activity, negative = inhibition, actives largely listed as inhibitors; 400,000 tested, 0.53% active; AID 588579, 2011; note: potency is the fitted concentration of half-maximal effect; % is set by controls: 0 for no effect and ±100 for the full control effect
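Pol kappa 10 nM + cpd, 15 min RT; start w/ substrate 50 nM final; fluorescence kinetic read, 0 and 10 min. Neg ctrl: buffer, no enzyme.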
Anesthetic bind – qHTS Assay for Identification of Novel General Anesthetics | Potency, µM (top dose mostly 77.5 µM), for the others: top-dose activity change, negative = displacement, most hits filed as inhibitors | AID 485281, 2010 | apoferritin/1-aminoanthracene competitive binding, fluorescence | Ferritin light chain (Equus caballus), P02791 | 350,000 tested, 0.074% active; note: potency is the fitted concentration of half-maximal effect; % is set by controls: 0 for no effect and ±100 for the full control effect; nearly all actives have a fitted effect of over 20% in size
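Horse-spleen apoferritin (10 uM) in 50% saturated 1-aminoanthracene in PBS was incubated 10 min at room temperature with compound. Fluorescence (ex 380, em 535 nm) was normalized to free and bound 1-AMA, with concentration-response fitted by a four-parameter Hill equation.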
* marks the source's active call; other numbers are inactive results; i = inactive; u = inconclusive; x = not tested or not shown; & = joins results of further samples; [ ] = dose if it differs, or a comment. Unless noted, calls come from the whole dose curve; as a rule, active = well fitted curve in the direction sought with a large enough effect; inconclusive = small, poorly fitted or top-dose-only effect, or another doubt; inactive = no such curve, though single readings can be large; an effect the other way counts as inactive or inconclusive. Only part of the results is shown, so the mix of outcomes need not match the whole.

Molecule | BLM helicase inh | RXFP1 antag | Pol beta inh | APE1 inh | POLI inh | Tb PGK inh | Pol eta inh | POLK inh | Anesthetic bind
C/C=C(\C)C(=O)OC(C)(C)[C@@H]1Cc2cc3ccc(=O)oc3cc2O1 | x | x | x | 26% | 4% | i | -8% | 10% | x
Cc1ccc(N(C(=O)CNC(=O)c2ccco2)C(C(=O)NC2CCCC2)c2ccncc2)cc1C (stereo not given) | -1% | 6 | 41% | -5% | 90%[activator] | -8% | -17% | -2% | 0%
O=C(Nc1ccc(F)c(F)c1)c1ccco1 | -5% | -5 | 2% | 4% | -2% | -6% | -7% | 16% | u
CCOC(=O)/C(=N\Nc1ncnc2ccccc12)c1ccc(OC)cc1 | -8% | -18 | 16% | 4% | 24% | -4% | -11% | 5% | 0%
Cc1cccc2sc(NC(=O)CN(C)S(=O)(=O)c3ccc(Br)s3)nc12 | -11% | -8 | 20% | -5% | u | -4% | -14% | -13% | -12%
CCOc1ccccc1C(=O)N(Cc1sccc1C)C1CCS(=O)(=O)C1 (stereo not given) | 3%&0% | -9&3 | -7%&-10% | -7% | 17%&-5% | 9% | -3% | -8%&-1% | -6%&-3%
CNC(=S)N1CCN(c2nc(-c3ccc(Cl)cc3)cs2)CC1 | -2% | -15 | 39% | -5% | -3% | -4% | -7% | -8% | -19%
Cc1ccc(S(=O)(=O)N(C)C)cc1NC(=O)C(C)OC(=O)C1CCCC1 (stereo not given) | x | -7 | x | 34% | 24% | -1% | -14% | -12% | x
CC1(C)C(=O)Nc2ccccc2N1C(=O)COC(=O)Cc1ccccc1F | x | -14 | x | -7% | 29% | -7% | -5% | -14% | x
C=CCn1c(SCc2nc3ccccc3[nH]2)nnc1-c1ccccn1 | 3% | 3 | 0% | 3% | 12% | -7% | 0% | -10% | -3%
COC(=O)C[C@H]1c2cc(F)ccc2S(=O)(=O)N1c1ccccc1 | x | x | x | x | -3%&-6% | 6% | -11% | -12%&6% | x
Cc1ccc(S(=O)(=O)Nc2ccc3nc(C)sc3c2)c(C)c1 | x | -3 | x | -13% | 12% | -1% | -13% | -9% | x
CCOc1ccc(N2C(=O)C3C(c4ccc(OC)cc4OC)NC(CCSC)(C(=O)OC)C3C2=O)cc1 (stereo not given) | -3% | 0 | 1% | 19% | 27% | -3% | -22% | 6% | -16%
O=C1C/C(=C/NCc2ccccc2)C(=O)N1 | -1% | -5 | -7% | 3% | 10% | -9% | -26% | -20% | -2%
NCCNc1ccc2nnnn2n1 | -11% | -20 | 12% | 3% | 125%[activator] | -6% | -14% | 3% | 0%
C=CC[C@H](N)C(=O)O | x | x | -10%[57.1 µM] | -1% | -13%[58.9 µM] | x | -3%[57.1 µM] | 6%[60.1 µM] | x
Cc1cc(C)c2c(n1)sc1c(=O)n(-c3ccccc3C(F)(F)F)nnc12 | -1% | x | -9% | x | -15% | 5% | -1% | -11% | 48%[activator]
CC(=O)c1c(C)[nH]c(C(=O)Nc2cc(F)ccc2C)c1C | -6% | -10 | 15% | 2% | 30% | -4% | -15% | -19% | 3%
Cc1c(-c2nsc(NC(=O)c3cccc(Cl)c3)n2)nnn1-c1ccccc1C(F)(F)F | -5% | -33 | 3% | x | -9% | -1% | -5% | -3% | -23%
CCOc1ccc(S(=O)(=O)N2CC(=O)Nc3ccccc32)cc1 | -2% | 2 | -1% | 33% | 116%[activator] | -7% | -16% | -9% | 4%
Cc1noc(NS(=O)(=O)c2ccc(NC(=O)c3cc(-c4ccccc4Cl)nc4ccccc34)cc2)c1C | -3% | -4 | -19% | -2% | 5% | 4% | -6% | -5% | -7%
Cc1cc(NC(=O)CSc2nnc(CNC(=O)c3ccc(C(C)(C)C)cc3)o2)no1 | -6% | -3 | 21% | 6% | 35%[activator] | -11% | -11% | -3% | -9%
Cc1ccc(OCC(=O)NNC(=O)Nc2ccc(Cl)cc2)c(Br)c1 | x | -6 | x | x | 9% | 1% | -15% | 6% | x
COc1ccccc1C(=O)NC(=O)COC(=O)c1ccc(Cl)cc1[N+](=O)[O-] | x | -8 | x | -6% | 20% | -2% | 2% | -17% | x
Cc1ccc(NC(=O)c2cncc(Br)c2)nc1 | -3% | 8 | u | 19% | 13% | -4% | 6% | -4% | -2%
COc1ccc(C(=O)NCCSCc2ccc(Cl)cc2)cc1OC | -4% | -3 | 5% | 23% | -11% | -8% | -2% | -4% | -14%
Clc1cccc(Nc2nnc(-c3ccccc3)c3ccccc23)c1 | 0% | x | x | 17%&-11% | -17% | x | x | -7%[19.4 µM] | 3%
O=C(Nc1cnc(N2CCN(c3ccccc3)CC2)c(C(=O)O)c1)c1cccs1 | -1% | -8 | u | x | u | u | u | 0%[60.1 µM] | -1%
CCN1CCN(c2ccc(S(=O)(=O)N3CCOCC3)cc2NC(=O)COc2ccc(F)cc2Cl)CC1 | -1% | 4 | 4% | -10% | 43%[activator] | -8% | -21% | -11% | -8%
O=C(CN1CCC(NC(=O)Nc2ccccc2)CC1)Nc1ccc([N+](=O)[O-])cc1 | -2% | -19 | 6% | 16% | -9% | -8% | -12% | 6% | -16%
O=C(OC(C(=O)NCc1ccc2c(c1)OCO2)c1ccccc1F)c1ccco1 (stereo not given) | -6% | 0 | 28% | -2% | 6% | 5% | -13% | -3% | -19%
CCOC(=O)c1c(C)nn(-c2ccc(NC(=O)CSCC(=O)O)cc2)c1C | -3% | -10 | 3% | 2% | 5% | i | -14% | 3% | 0%
Cc1cccc(C)c1NC(=O)CN1CCNCC1 | -6% | 2 | 18% | -1% | 11% | i | -12% | -6% | -9%
CCOc1ccc(C(=O)NCC2CCN(CC3CCCCC3)CC2)cc1 | 0% | 9 | -2% | 5% | 123%[activator] | 1% | u | -5% | -5%
CCOc1ccc(/C=C(\C#N)C(=O)NCC2CCCO2)cc1OCC (stereo not given) | 2% | x | 0% | 1% | 44%[activator] | 9% | -3% | 3% | -6%
COc1ccc2oc(C(=O)OCC(=O)N3CCN(C(C)=O)CC3)c(C)c2c1 | x | -6 | x | 5% | 25% | -1% | -16% | -9% | x
CCOC(=O)C1CCN(C(=O)COc2ccc(C(=O)c3ccccc3)cc2)CC1 | x | 3 | x | 20% | -19% | -11% | -6% | -1% | x
Cc1ccc(CNC(=O)CC(NC(=O)c2ccccc2)c2ccccc2)cc1 (stereo not given) | x | -2 | x | -4% | -29% | -6% | -13% | -6% | x
Cn1nnc(NC(=O)c2cccs2)n1 | -2% | 16 | 20% | -4% | 20% | -5% | -1% | 0% | -5%
O=S(=O)(Nc1cccc(-n2cnnn2)c1)c1ccccc1C(F)(F)F | -1% | 20 | 41% | -5% | 8% | -4% | 11% | 2% | -18%
CC1CC(C)CN(C(=O)Cn2nnc(-c3ccc(Br)cc3)n2)C1 (stereo not given) | -6% | 1 | 3% | 58%[activator] | 135%[activator] | 4% | -4% | 5% | 3%
N[C@@H](Cc1cnc[nH]1)C(=O)Nc1ccc2ccccc2c1 | x | x | x | x | 29% | -5% | -13% | -7% | x
Cc1noc(C)c1C(=O)OCC(=O)/C=C1\N(C)c2ccccc2C1(C)C | 1% | 1 | 9% | -1% | 51%[activator] | -4% | -9% | -14% | -8%
COc1ccc(N2CCOCC2)c(NC(=O)c2ccco2)c1 | -2% | 9 | 1% | -1% | 18% | 4% | 4% | -14% | -13%
Cc1cc(C(=O)COC(=O)c2cccc(NS(C)(=O)=O)c2)c(C)n1CC1CCCO1 (stereo not given) | x | -11 | x | 14% | 9% | -6% | -29% | -13% | x
Cc1cc(Cl)ccc1NC(=O)C(=O)NCc1ccco1 | 0% | -9 | 5% | x | 7% | i | -10% | -19% | -11%
Cc1cccc(OCC(=O)O/N=C(\N)Cc2ccc(Cl)cc2)c1 | -1% | -9 | 25% | 3% | 8% | 6% | -11% | -6% | -14%
CC(C)[C@H](Nc1ccc(C(F)(F)F)cc1[N+](=O)[O-])C(=O)O | -3% | 12 | 26% | 13% | 20% | i | -8% | 2% | -7%
CC(=O)c1ccc(NC(=O)CCc2c(C)nc3ncnn3c2C)cc1 | -12% | 7 | 27% | -2% | 20% | 3% | -12% | -15% | -5%
O=C(NCc1ccccc1)C1(C(F)(F)F)C/C(=C/Cc2ccccc2)CCCO1 (stereo not given) | 1% | x | x | 16% | -20% | x | x | -12% | -8%
CCOc1ccc(NS(=O)(=O)c2ccc3[nH]c(=O)oc3c2)cc1 | -5% | x | 15% | 11% | 16% | 1% | -7% | -21% | -8%
Cc1ccc(S(N)(=O)=O)cc1 | x | x | x | 4%&2% | 9% | -5% | -13% | 6% | x
O=C(Nc1ccnn1C1CCN(C(=O)c2ccc(Cl)c(F)c2)CC1)C1CCOC1 (stereo not given) | 0% | 4 | 34% | 13% | 26% | -7% | -15% | -7% | -3%
COc1ccc2[nH]c3c(=O)n(CCCC(=O)NC4CCCCC4C)c(=S)[nH]c3c2c1 (stereo not given) | -1% | -66* | -3% | -13% | u | -8% | 1% | 10% | 1%
COc1ccc(-c2ccc(SCC(=O)c3cccs3)nn2)cc1OC | -2% | -24 | u | -4% | 145%[activator] | -1% | 3% | -4% | u
Cc1ccc(S(=O)(=O)n2nc(OC(=O)c3ccccc3C)cc2N)cc1 | -6% | -19 | -3% | -14% | u | -2% | -15% | -1% | -4%
